# Screens deposited in PubChem BioAssay by National Center for Advancing Translational Sciences (NCATS).
# HEK293 tox = cytotoxic in the GLP-1 receptor inverse agonist counter-screen | HEK293 cAMP-luciferase reporter cells, luminescence, 24 h | Potency, µM (series often up to 38.3 µM), for the others: at the highest dose activity change, negative = inhibition, hits mostly inhibitors | hit rate 0.13% among 410,000 | AID 624418;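 note: loss of luciferase light is scored as toxicity; % is set by controls: 0 for no effect and ±100 for the full control effect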
#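 1536-well qHTS counterscreen of the MLSMR; 200 cells/uL, 12 h pre-incubation, 23 nL cpd, 24 h at 37 deg C 5% CO2, luciferase detection reagent, 12 min RT, luminescence. Inhibition = undesired.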
# TDP-43 yeast inh = rescues yeast growth from TDP-43 toxicity | TDP-43 expressing yeast growth rescue, BacTiter-Glo, 24 h | Potency, µM (doses to about 46.1 µM), for inactives: at the highest dose growth rescue (activation), usual class: activators | hit rate 1.8% among 410,000; note: % of control where 0% means no effect; nearly all actives have a fitted effect of over 50% in size
#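 Yeast expressing TDP-43 (pregrown in raffinose, seeded at OD600=0.02 in galactose medium) exposed to compounds 24 hr at 30 deg C. Growth read by BacTiter-Glo luminescence; rescue of toxicity appears as increased signal.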
# GLP1R ag = GLP-1 receptor (human) agonism. P43220. HEK293 GLP-1R CRE-luciferase, luminescence, 4-6 h; cells express a hypersensitive GLP-1R form. Potency, µM (titrated, usually from 45.6 µM), for inactives: top-dose activation, most hits filed as activators. hit rate 0.007% among 380,000. AID 624172; note: % of control where 0% means no effect
# Target sequence (P43220 whole entry, looked up): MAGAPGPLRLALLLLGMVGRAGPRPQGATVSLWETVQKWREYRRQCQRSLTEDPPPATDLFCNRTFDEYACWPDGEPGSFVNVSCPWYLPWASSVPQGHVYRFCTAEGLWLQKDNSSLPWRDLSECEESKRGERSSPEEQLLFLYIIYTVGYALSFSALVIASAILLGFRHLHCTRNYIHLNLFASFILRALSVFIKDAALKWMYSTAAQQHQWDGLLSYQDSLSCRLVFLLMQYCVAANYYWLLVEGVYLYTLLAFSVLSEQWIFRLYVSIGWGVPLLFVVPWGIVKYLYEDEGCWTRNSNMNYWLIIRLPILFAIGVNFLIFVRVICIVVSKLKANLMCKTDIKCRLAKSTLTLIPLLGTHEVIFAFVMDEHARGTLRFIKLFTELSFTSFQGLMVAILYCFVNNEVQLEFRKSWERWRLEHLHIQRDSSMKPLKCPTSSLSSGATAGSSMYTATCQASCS
# GLP-1R inv ag = inverse agonists of human GLP-1 receptor | HEK293 GLP-1R CRE-luciferase, luminescence, 24 h; GLP-1R form is constitutively active | Potency, µM (titrated, usually from 38.3 µM), inactives show top-dose activity change, negative = inhibition, usual class: inhibitors | hit rate 1.6% among 410,000; note: % is set by controls: 0 for no effect and ±100 for the full control effect; nearly all actives have a fitted effect of over 55% in size
#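 Inverse agonists were sought by their lowering of basal cAMP reporter luciferase output in HEK293 cells stably carrying constitutively active human GLP-1R, after 24 h compound treatment.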
# HT1080 IDH1KD tx = kills HT-1080 cells with IDH1 knockdown; HT-1080 IDH1 knockdown viability, ATP luminescence, 48 h; Potency, µM (titrated, usually from 46.1 µM), inactives show top-dose activity, negative = toxicity, hits mostly cytotoxic; hit rate 2% among 360,000;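 note: 0% = DMSO wells and -100% = cell-free medium wells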
#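 Cytotoxicity counter-line: IDH1KD HT-1080, 48 h, CellTiter-Glo. Curves classed by r2, magnitude and activity.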
# KB-3-1 tox = KB-3-1 parental cell cytotoxicity; KB-3-1 viability, CellTiter-Glo ATP luminescence, 72 h; Potency, µM (highest dose often 46.1 µM), for inactives: at the top dose activity change, negative = cytotoxic, actives largely listed as cytotoxic; hit rate 1.4% among 400,000; note: % is set by controls: 0 for no effect and ±100 for the full control effect; nearly all actives have a fitted effect of over 60% in size
#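 KB-3-1 parental drug-naive adenocarcinoma cells in DMEM/10% FBS, incubated 72 h at 37 C with pin-transferred compounds across a concentration series. Viability by CellTiter-Glo luminescence; concentration-response curves fitted after normalization.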
# KB-V1 cytotox = KB-V1 MDR subline cytotoxicity | Potency, µM (titrated, usually from 46.1 µM), for inactives: top-dose activity change, negative = cytotoxicity, hits mostly cytotoxic | hit rate 3.4% among 400,000 | AID 1347076 | KB-V1 MDR cells viability, CellTiter-Glo, 72 h; note: % is set by controls: 0 for no effect and ±100 for the full control effect; nearly all actives have a fitted effect of over 60% in size
#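 Drug-selected KB-V1 cells, grown in DMEM lacking phenol red with 10% FBS, receive compound titrations; after three days at 37 degrees C, surviving cell ATP is quantified by CellTiter-Glo luminescence and responses normalized and curve-fitted.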
# SW480 rerep = DNA re-replication induction in SW480 cells; SW480 DNA re-replication, Hoechst DNA content imaging, 48 h; Potency, µM (doses to about 46.1 µM), inactives show at the top dose re-replication activation, hits mostly activators; hit rate 1.8% among 340,000; note: % of control where 0% means no effect; nearly all actives have a fitted effect of over 55% in size
#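 First, 250 cells per well were seeded. Next, compound or vehicle (23 nL) was pinned in, plates sat 48 hr at 37 C. Finally Hoechst was added for 40 min before fluorescence scanning.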
# HT1080-NT tox = kills 2HG-producing HT-1080-NT fibrosarcoma cells | hit rate 1.6% among 360,000 | AID 686970 | HT-1080-NT fibrosarcoma viability, CellTiter-Glo ATP luminescence, 48 h | Potency, µM (doses to about 46.1 µM), without a hit: at the highest dose activity, negative = less viability, hits mostly cytotoxic;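 note: NT is the 2HG producing partner of a matched IDH1 knockdown line; 0% = DMSO-treated cells and -100% = media-only wells without cells; nearly all actives have a fitted effect of over 55% in size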
#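 Compounds were tested in concentration-response format on HT-1080-NT cells for 48 hours at 37 degrees C. Cell viability came from CellTiter-Glo luminescence; curves were classified by r2, response magnitude and activity.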
# Starred values were filed as active, the others as inactive; ? = inconclusive; . = not tested or not shown; [ ] = remark or other dose. Calls come from the whole dose curve; as a rule, active = well fitted curve in the direction sought with a large enough effect; inconclusive = small, poorly fitted or top-dose-only effect, or another doubt; inactive = no such curve, though single readings can be large; an effect the other way counts as inactive or inconclusive. Potency is the fitted concentration of half-maximal effect.
SMILES,HEK293 tox,TDP-43 yeast inh,GLP1R ag,GLP-1R inv ag,HT1080 IDH1KD tx,KB-3-1 tox,KB-V1 cytotox,SW480 rerep,HT1080-NT tox
O=C(CCCC(=O)OCC(F)(F)C(F)F)Nc1ccccc1F,10%,-12%,-1%,7%,-3%,-1%,-6%,-5%,1%
COc1ccccc1Cn1c(SCC(=O)C(C)(C)C)nc2ccccc2c1=O,1%,11%,.,-26%,.,-24%,3%,.,.
Cc1ccc(NC(=O)COc2ccc(/C(N)=N/O)cc2)cc1C,-1%,-17%,3%,-8%,-16%,?,?,-114%[inhibitor],?
COc1cccc(C(=O)NCCCNc2nc3cc(C)cc(C)c3cc2C#N)c1,2%,4%,4%,7%,2%,-20%,?,.,5%
CC(=O)c1ccc(-n2c(C)ccc2-c2ccccc2)cc1,-11%,-2%,-8%,?,?,6%,20%,?,?
O=C(NCCCN1CCOCC1)C(c1ccccc1)c1ccccc1,5%,6%,-10%,8%,-1%,2%,0%,1%,8%
Cc1cnc(NC(=O)CSc2c(Cl)cccc2Cl)s1,?,18%,12%,?,-7%,-23%,?,3%,4%
C=CCNc1oc(COc2ccc(C)cc2)nc1C#N,2%,?,3%,30%[activator],-10%,-1%,-5%,-9%,-5%
O=c1[nH]c(Cc2ccc(Cl)cc2)nc2ccccc12,0%,-16%,9%,-14%,-12%,8%,23%,-2%,9%
CCn1cc(C(=O)N2CCOCC2)c(=O)c2cc(S(=O)(=O)N(C)C)ccc21,2%,20%,0%,16%,15%,-3%,-23%,-4%,-1%
CCc1ncc(C)[nH]1,-7%,14%,-5%,5%,11%,0%,19%,41%,27%
Clc1ccc(-c2noc(CSc3nnc(Cc4cccs4)n3-c3ccccc3)n2)cc1,-11%,-7%,1%,?,-10%,?,-11%,0%,-3%
O=C1N(c2ccc3c(c2)OCCO3)C(c2ccccc2)C1(F)F (configuration not stated),-5%,15%[9.22 µM],8%,0%,3%,1%,-3%,-11%,3%
CCOC(=O)C(O)(CC(=O)c1ccc(Cl)cc1)C(=O)OCC,5%,3%,-4%,18%,11%,7%,5%,-10%,13%
CN1CCN(c2ccccc2NC(=O)c2ccc(-c3cccc([N+](=O)[O-])c3)o2)CC1,-18%,-13%,4%,0%,-18%,0%,0%,?,-16%
O=C(C[n+]1cc(-c2ccccc2)n2c1CCC2)N1c2ccccc2Sc2ccccc21,-8%,16%,1%,-18%,-23%,6.5µM*,-28%,4%,1%
CC1Cc2ccccc2N1C(=O)CSc1nc2ccccc2n1CC(=O)N1CCOCC1 (configuration not stated),5%,-16%,24%,0%,-4%,-9%,-19%,0%,-1%
Cc1ccc(S(=O)(=O)CCC(=O)OCc2ccc(Cl)c(Cl)c2)cc1,-5%,2%,-1%,2%,3%,-1%,10%,6%,-10%
O=C(NCc1ccccc1Cl)c1csc([C@@H]2C[C@H](O)[C@@H](CO)O2)n1,-3%,12%,-4%,-14%,?,0%,12%,.,9%
O=C(Nc1ccc([N+](=O)[O-])cn1)c1cccnc1,-6%,3%,4%,5%,15%,-4%,7%,-7%,29%
C=CCN(CC(=O)NCc1ccccc1)C(=O)c1csnn1,10%,4%,1%,9%,-6%,-2%,-5%,-2%,-10%
CC(C)c1ccc(/C=C(\c2nc3ccccc3[nH]2)S(=O)(=O)c2ccccc2)cc1,-24%,25%,-20%,?,3.3µM*,?,2.6µM*,12µM*,5.2µM*
COC(=O)c1c(C)n(-c2ccc(C)cc2)c2ccc(O)cc12,-26%,-11%,14%,0%,20µM*,?,?,?,13µM*
O=C(NCc1ccc(F)cc1)c1cc(S(=O)(=O)N2CCOCC2)ccc1F,-2%,-4%,-13%,0%,-1%,1%,-4%,-5%,4%
COc1cc(Cl)c(C)cc1NC(=O)c1ccc(S(C)(=O)=O)cc1,-2%,26%,-3%,9%,12%,-5%,25%,-21%,3%

# In the list so far, 2 contain a cyano group.
SMILES,HEK293 tox,TDP-43 yeast inh,GLP1R ag,GLP-1R inv ag,HT1080 IDH1KD tx,KB-3-1 tox,KB-V1 cytotox,SW480 rerep,HT1080-NT tox
COc1cccc(C(=O)NCCCNc2nc3cc(C)cc(C)c3cc2C#N)c1,2%,4%,4%,7%,2%,-20%,?,.,5%
C=CCNc1oc(COc2ccc(C)cc2)nc1C#N,2%,?,3%,30%[activator],-10%,-1%,-5%,-9%,-5%

# Going on with the list.
SMILES,HEK293 tox,TDP-43 yeast inh,GLP1R ag,GLP-1R inv ag,HT1080 IDH1KD tx,KB-3-1 tox,KB-V1 cytotox,SW480 rerep,HT1080-NT tox
COc1ccccc1CNC(=O)C1CCN(S(=O)(=O)c2ccc3[nH]c(=O)ccc3c2)CC1,0%,13%,-2%,2%,.,16%,0%,.,.
C/C(=N\NS(=O)(=O)c1ccc([N+](=O)[O-])cc1)c1ccc2c(c1)OCO2,-1%,-20%,-1%,12%,-2%,-2%,-1%,2%,5%
Cc1cccc(N2CCN(C(=O)CCc3c(C)nc4c(c3C)c(=O)n(C)c(=O)n4C)CC2)c1C,-2%,3%,-2%,-13%,.,-1%,?,.,.
COc1ccc(C2/C=C\CC(NC(=O)OCC3c4ccccc4-c4ccccc43)CC(=O)N2Cc2ccccc2F)cc1 (configuration not stated),2%,19%,0%,?,-12%,-14%,3%,13%,0%
Cc1cccc(NC(=S)NNC(=O)CCn2cc(C)cn2)c1,-16%,-22%,-2%,-8%,2.8µM*,1%,-7%,?,1.3µM*
Cc1ccc(N(CC(=O)NC(C)C)C(=O)CCC(=O)Nc2nccs2)c(C)c1,-7%,19%,7%,1%,0%,5%,11%,-9%,15%
O=C(Nc1cccc(S(=O)(=O)NC2=NCCC2)c1)c1ccc(C(F)(F)F)cc1,-1%,8%,6%,?,3%,-5%,-8%,0%,-2%
CC1CC2=C(C(=O)O1)C(C)Nc1ccccc1N2 (configuration not stated),-12%,-6%,-12%,11%,4%,-7%,-6%,21%,14%
Cc1nc2ccccc2c(=O)n1NC(=O)/C=C/c1ccccc1Cl,0%,-20%,14%,-39%,1%,8%,-1%,-4%,7%
O=C(Nc1ccccc1C(=O)NC(Cc1c[nH]c2ccccc12)C(=O)O)c1ccco1 (configuration not stated),-6%,3%,-14%,2%,0%,-1%,?,21%,-2%
CC(C)(C)OC(=O)N1CC(O)CC1C(=O)OCC(=O)c1ccccc1 (configuration not stated),7%,2%,0%,1%,14%,17%,-7%,-6%,5%
Cc1ccc(-c2nnn(CC(=O)N(Cc3ccc(F)cc3)C(C(=O)NC3CCCC3)c3ccncc3)n2)o1 (configuration not stated),-14%,-3%,-6%,-38%,-28%,18%,4%,0%,0%
Cc1cc(C)cc(N2CCCn3c2nc2c3c(=O)n(CCN3CCOCC3)c(=O)n2C)c1,-3%,0%,-10%,-26%,3%,-2%,-2%,5%,-2%
C[C@@H]1COC(=O)[C@@H](CC(=O)OC(C)(C)C)C/C=C\C[C@@H](CC(=O)N[C@@H](CO)Cc2ccccc2)C(=O)N1,6%,8%,2%,-11%,8%,13%,-8%,-8%,0%
O=C1/C(=C/c2cccnc2)SC(=S)N1C1CCS(=O)(=O)C1 (configuration not stated),?,10%,-3%,-20%,18µM*,?,?,?,-24%
Cc1[nH]n(-c2ccccc2)c(=O)c1C=Nc1cccc2cccnc12,-9%,22µM*,2%,-38%,?,?,18µM*,?,-21%
Nn1c(SCC(=O)Nc2ccc(N3CCOCC3)cc2)nnc1C1CC1,2%,5%,3%,15%,10%,4%,25%,-16%,7%
CN(Cc1ccc(CNC[C@H]2O[C@@H](n3cnc4c(N)ncnc43)[C@H](O)[C@@H]2O)o1)S(C)(=O)=O,0%,-2%,0%,15%,11%,0%,21%,0%,15%
Cc1c(C(=O)OCCOC(C)C)[nH]c2c1C(=O)CC(c1ccco1)C2 (configuration not stated),-26%,7%,2%,-58%,0.33µM*,0.52µM*,0.46µM*,1.5µM*,0.41µM*
CC(NC(=O)c1ccco1)C(=O)OCc1cccc(C(F)(F)F)c1 (configuration not stated),-19%,18%,7%,-12%,0%,13%,0%,4%,-2%
CC(C)(C)NC(=O)CN(Cc1cccs1)C(=O)c1csnn1,-3%,0%,4%,4%,-1%,-3%,-8%,-12%,17%
COc1ccnc2c1c(=O)n(Cc1ccc(F)cc1)c(=O)n2C,6%,-1%,6%,25%,-18%,0%,1%,-10%,-18%
O=C(C[C@H]1C/C=C\C[C@@H](Cc2ccc(F)cc2)C(=O)OC[C@H]2CCCN2C1=O)NCCO,4%,16%,-2%,14%,9%,3%,23%,-9%,4%
COc1cc(/C=C/C(=O)OCC(=O)N(C)Cc2ccccc2)ccc1O,-7%,10%,14%,6%,-1%,0%,0%,-14%,-1%[9.24 µM]
CCCN(C(=O)c1cc2c(s1)-c1ccccc1OC2)c1ccc(C(C)C)cc1,4%,-6%,-1%,?,.,4%,-19%,.,.
Clc1ccccc1Sc1ccc(-c2ccccn2)s1,11%,29%,7%,?,1%,?,5%,-9%,2%
Cc1ccc(C(=O)COC(=O)C2CCC2)cc1,3%,-23%,10%,4%,17%,-7%,-21%,-2%,22%
Cc1noc(C)c1NC(=O)Nc1ccc2c(c1)C(=O)N([C@H](C)CO)C[C@H](C)[C@@H](CN(C)C(=O)NC(C)C)O2,-2%,14%,-5%,2%,13%,3%,1%,3%[9.22 µM],2%
CCN(CC)S(=O)(=O)c1ccc2c(c1)N(CC(=O)Nc1ccc(Cl)cc1)C(=O)C1CCCN21 (configuration not stated),2%,15%,.,-9%,.,11%,6%,.,.

# Compound profiles, from the list above:
# `CCN(CC)S(=O)(=O)c1ccc2c(c1)N(CC(=O)Nc1ccc(Cl)cc1)C(=O)C1CCCN21` (configuration not stated) as listed: HEK293 tox = 2%; TDP-43 yeast inh = 15%; GLP1R ag = .; GLP-1R inv ag = -9%; HT1080 IDH1KD tx = .; KB-3-1 tox = 11%; KB-V1 cytotox = 6%; SW480 rerep = .; HT1080-NT tox = .
# `CCCN(C(=O)c1cc2c(s1)-c1ccccc1OC2)c1ccc(C(C)C)cc1` as listed: HEK293 tox = 4%; TDP-43 yeast inh = -6%; GLP1R ag = -1%; GLP-1R inv ag = ?; HT1080 IDH1KD tx = .; KB-3-1 tox = 4%; KB-V1 cytotox = -19%; SW480 rerep = .; HT1080-NT tox = .
